Screening results (PubChem BioAssay)
MRP resist rev: compounds reversing MRP-mediated drug resistance. H69AR cells + 2 uM doxorubicin, CellTiter-Glo, 72 h. differential viability (reversal), % at 10 µM. actives 0.04% (n = 85,000);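 active = viability drop by adding the cancer drug above about 55%, with treated viability meeting a 40% cutoff, limit read from the data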;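 also: viability without doxorubicin minus viability with 2 µM doxorubicin for each compound; larger differential means the compound sensitizes cells more to doxorubicin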
NFkB transloc pot: enhances IL-1B driven NFkB nuclear translocation; actives 0.3% (n = 94,000); activation, % at 2 µM; HUVEC IL-1B NFkB p65 nuclear translocation imaging;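 active = activation above 40%, about the mean plus 3 SD, also judged a hit on visual image review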;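 also: percent activation is computed from the nuclear over cytoplasmic p65 intensity ratio; values of inactives mirror those of a sister screen read the other way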
NFkB transloc inh: blocks IL-1B driven NFkB nuclear translocation in HUVEC cells; HUVEC IL-1B NFkB p65 nuclear translocation imaging; inhibition, % at 2 µM; actives 0.43% (n = 94,000); AID 796;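 active = inhibition above about 30% together with a positive call from visual inspection of the well image, limit read from the data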;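 also: nuclear over cytoplasmic p65 intensity ratio measured by imaging; 0% = IL-1B stimulated DMSO wells and 100% = unstimulated DMSO wells; values of inactives mirror those of a sister screen read the other way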
PLAP inhibitors HTS: inhibition of human placental alkaline phosphatase – biochemical, luminescence, HTS (AID 690) | purified PLAP, luminescent substrate; higher % means a stronger effect | actives 0.08% (n = 96,000) | one-dose inhibition, % at 20 µM; IC50 in µM for titrated hits; in the data active = a potency from the dose series; inactive = the rest, 99 in 100 with inhibition below about 30%; also: strong numbers were not always called active
Bcl-B displacement: displacers of TR3 peptide from Bcl-B, primary screen, selectivity assay for Bfl-1 inhibitor project, biochemical, fluorescence polarization. FP displacement of FITC-TR3 peptide from Bcl-B; higher % means a stronger effect. displacement, % at 20 µM; hits with a dose series show IC50 in µM. actives 0.11% (n = 96,000). AID 748;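 active = displacement above 50% at 20 µM plus a fluorescence interference ratio under 1.5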;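 also: plate controls were wells without compound for no effect and wells lacking Bcl-B protein for full effect; a part of the inactive calls stands beside numbers as strong as those of hits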
MRP resist rev cytotoxicity: also measured in MRP resist rev; calls as there; viability, %; H69AR cells, CellTiter-Glo, 72 h; measured here: cytotoxicity without doxorubicin
MRP resist rev with doxorubicin: second read-out of MRP resist rev, no call of its own (marks repeat the call); viability, %; measured here: viability with 2 uM doxorubicin; stronger effect = lower value
NFkB transloc inh cell count 2 µM: recorded beside NFkB transloc inh, whose call it bears; cell count; measured here: cells passing quality filter;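 raw number of nuclei counted in each imaged well without normalization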
NFkB transloc pot cell count 2 µM: further read-out of NFkB transloc pot, marked with its call; cell count; measured here: cells passing quality filter
Numbers without * were called inactive.

For CCN(CC)CCn1c(NCc2nc3ccccc3n2Cc2ccccc2)nc2ccccc21 the results were MRP resist rev -11, PLAP inhibitors HTS -353%, Bcl-B displacement 5%, MRP resist rev cytotoxicity 64 and MRP resist rev with doxorubicin 75.
Screening Cc1ccc(NC2(C#N)C(=O)Nc3ccccc32)cc1 (configuration not stated) returned MRP resist rev -14, NFkB transloc pot -11, NFkB transloc inh 11, PLAP inhibitors HTS -43%, Bcl-B displacement 14%, MRP resist rev cytotoxicity 79, MRP resist rev with doxorubicin 94, NFkB transloc inh cell count 2 µM 138 and NFkB transloc pot cell count 2 µM 138.
`CCc1cccc(OCCCCNCCO)c1` gave MRP resist rev 4, NFkB transloc pot 4, NFkB transloc inh -4, PLAP inhibitors HTS 15%, Bcl-B displacement 15%, MRP resist rev cytotoxicity 94, MRP resist rev with doxorubicin 90, NFkB transloc inh cell count 2 µM 196 and NFkB transloc pot cell count 2 µM 196.
CNC(=O)CN1C(=O)CSc2nc(C)cc(C)c21 was read as MRP resist rev -2, PLAP inhibitors HTS 0%, Bcl-B displacement 6%, MRP resist rev cytotoxicity 106 and MRP resist rev with doxorubicin 108.
`N#CCSc1nnc(COc2ccc3ccccc3c2)o1` gave MRP resist rev -8, NFkB transloc pot -6, NFkB transloc inh 6, PLAP inhibitors HTS -36%, Bcl-B displacement 2%, MRP resist rev cytotoxicity 93, MRP resist rev with doxorubicin 101, NFkB transloc inh cell count 2 µM 128 and NFkB transloc pot cell count 2 µM 128.
Screening COC(=O)c1ccc(Oc2nc(NC(C)C)nc(SC)n2)cc1 returned MRP resist rev 18, NFkB transloc pot 13, NFkB transloc inh -12, PLAP inhibitors HTS -2%, Bcl-B displacement -4%, MRP resist rev cytotoxicity 86, MRP resist rev with doxorubicin 69, NFkB transloc inh cell count 2 µM 133 and NFkB transloc pot cell count 2 µM 133.
CC(NC(=O)c1cccnc1)C(c1cccs1)N1CCOCC1 (configuration not stated) was read as MRP resist rev -10, NFkB transloc pot 8, NFkB transloc inh -8, MRP resist rev cytotoxicity 89, MRP resist rev with doxorubicin 99, NFkB transloc inh cell count 2 µM 95 and NFkB transloc pot cell count 2 µM 95.
Cc1cc(=O)n2[nH]c(-c3ccc(Cl)cc3)cc2n1 was read as MRP resist rev 15, NFkB transloc pot 5, NFkB transloc inh -5, PLAP inhibitors HTS -20%, Bcl-B displacement -1%, MRP resist rev cytotoxicity 97, MRP resist rev with doxorubicin 82, NFkB transloc inh cell count 2 µM 95 and NFkB transloc pot cell count 2 µM 95.
`CCOC(=O)Nc1nc2ccccc2s1` gave MRP resist rev 4, NFkB transloc pot 23, NFkB transloc inh -23, PLAP inhibitors HTS 9%, Bcl-B displacement 13%, MRP resist rev cytotoxicity 94, MRP resist rev with doxorubicin 90, NFkB transloc inh cell count 2 µM 188 and NFkB transloc pot cell count 2 µM 188.
For Cc1ccccc1NC(=O)/C(=C\c1cccs1)NC(=O)c1ccccc1 the results were NFkB transloc pot -16, NFkB transloc inh 16, PLAP inhibitors HTS 4%, Bcl-B displacement 6%, NFkB transloc inh cell count 2 µM 120 and NFkB transloc pot cell count 2 µM 120.
`O=C(c1c(F)cccc1F)N1CCN(c2cccc(C(F)(F)F)c2)CC1` gave MRP resist rev 4, PLAP inhibitors HTS -41%, Bcl-B displacement 10%, MRP resist rev cytotoxicity 92 and MRP resist rev with doxorubicin 88.
COc1ccc(-c2nnc3ccc(SCC(=O)NCc4ccco4)nn23)cc1 was read as MRP resist rev -8, NFkB transloc pot -20, NFkB transloc inh 20, PLAP inhibitors HTS 15%, Bcl-B displacement -10%, MRP resist rev cytotoxicity 73, MRP resist rev with doxorubicin 81, NFkB transloc inh cell count 2 µM 134 and NFkB transloc pot cell count 2 µM 134.
O=C(Nc1ccccn1)c1ccc(=O)[nH]n1 was read as NFkB transloc pot 4, NFkB transloc inh -4, PLAP inhibitors HTS 10%, Bcl-B displacement -10%, NFkB transloc inh cell count 2 µM 149 and NFkB transloc pot cell count 2 µM 149.
`O=C1NCC2=C1C(c1ccc(Br)cc1)Nc1ccccc1N2` (configuration not stated) gave NFkB transloc pot -8, NFkB transloc inh 8, PLAP inhibitors HTS 6%, Bcl-B displacement -2%, NFkB transloc inh cell count 2 µM 126 and NFkB transloc pot cell count 2 µM 126.
For COC(=O)c1ccccc1NC(=O)Cn1cnc2c(cnn2-c2ccc(C)c(C)c2)c1=O the results were MRP resist rev 8, NFkB transloc pot -10, NFkB transloc inh 10, MRP resist rev cytotoxicity 67, MRP resist rev with doxorubicin 59, NFkB transloc inh cell count 2 µM 87 and NFkB transloc pot cell count 2 µM 87.
Screening CCCn1c(SCC(=O)N2CCc3ccccc32)nnc1-c1ccncc1 returned MRP resist rev -3, PLAP inhibitors HTS -48%, Bcl-B displacement 1%, MRP resist rev cytotoxicity 90 and MRP resist rev with doxorubicin 94.
Screening CC(=O)Nc1ccc(Oc2ccc(-c3noc(C)n3)cc2)cc1 returned MRP resist rev 10, NFkB transloc pot 20, NFkB transloc inh -20, PLAP inhibitors HTS -27%, Bcl-B displacement -4%, MRP resist rev cytotoxicity 106, MRP resist rev with doxorubicin 96, NFkB transloc inh cell count 2 µM 64 and NFkB transloc pot cell count 2 µM 64.
For CC(=O)C1(C)N(O)C(C)(C)C(c2ccco2)=[N+]1[O-] (configuration not stated) the results were MRP resist rev -2, NFkB transloc pot -2, NFkB transloc inh 2, PLAP inhibitors HTS 19%, Bcl-B displacement 5%, MRP resist rev cytotoxicity 93, MRP resist rev with doxorubicin 95, NFkB transloc inh cell count 2 µM 164 and NFkB transloc pot cell count 2 µM 164.
COc1ccc(CC(=O)Nc2ccc(S(=O)(=O)N(C)C)cc2)cc1OC was read as MRP resist rev 13, NFkB transloc pot -11, NFkB transloc inh 11, PLAP inhibitors HTS 3%, Bcl-B displacement 6%, MRP resist rev cytotoxicity 93, MRP resist rev with doxorubicin 80, NFkB transloc inh cell count 2 µM 128 and NFkB transloc pot cell count 2 µM 128.
Screening Cc1cc(C)n2c(Br)c(CSc3nc4ccccc4o3)nc2n1 returned MRP resist rev -6, NFkB transloc pot 1, NFkB transloc inh -1, PLAP inhibitors HTS 15%, Bcl-B displacement 24%, MRP resist rev cytotoxicity 86, MRP resist rev with doxorubicin 92, NFkB transloc inh cell count 2 µM 115 and NFkB transloc pot cell count 2 µM 115.
For COc1ccc(C(=O)Cn2nnc(-c3ccc(N4CCOCC4)cc3)n2)cc1OC the results were MRP resist rev 0, NFkB transloc pot 15, NFkB transloc inh -15, PLAP inhibitors HTS -2%, Bcl-B displacement -2%, MRP resist rev cytotoxicity 90, MRP resist rev with doxorubicin 90, NFkB transloc inh cell count 2 µM 201 and NFkB transloc pot cell count 2 µM 201.
`COc1cc(SC)ccc1C(=O)NC1CCCCC1` gave MRP resist rev 3, PLAP inhibitors HTS 8%, Bcl-B displacement 0%, MRP resist rev cytotoxicity 85 and MRP resist rev with doxorubicin 83.
`CCOC(=O)c1nnn(-c2nonc2-c2ccccc2)c1C` gave MRP resist rev 4, NFkB transloc pot -8, NFkB transloc inh 8, PLAP inhibitors HTS 0%, Bcl-B displacement -1%, MRP resist rev cytotoxicity 87, MRP resist rev with doxorubicin 83, NFkB transloc inh cell count 2 µM 133 and NFkB transloc pot cell count 2 µM 133.
COC(=O)CSc1nc(SCc2ccc(C)cc2)nc2c1CCCC2 was read as NFkB transloc pot 2, NFkB transloc inh -2, PLAP inhibitors HTS -26%, Bcl-B displacement -1%, NFkB transloc inh cell count 2 µM 141 and NFkB transloc pot cell count 2 µM 141.
Screening Cc1cc(C)n(C(=O)c2ccc(C)o2)n1 returned MRP resist rev -2, NFkB transloc pot 7, NFkB transloc inh -7, PLAP inhibitors HTS -6%, Bcl-B displacement 0%, MRP resist rev cytotoxicity 91, MRP resist rev with doxorubicin 93, NFkB transloc inh cell count 2 µM 59 and NFkB transloc pot cell count 2 µM 59.
For COc1ccc(C2CC(=O)C3=C(C2)NC(C)=C(C(=O)Nc2ccccc2C)C3c2coc3ccc(C)cc3c2=O)cc1OC (configuration not stated) the results were NFkB transloc pot -1, NFkB transloc inh -10, PLAP inhibitors HTS -47%, Bcl-B displacement 1%, NFkB transloc inh cell count 2 µM 173 and NFkB transloc pot cell count 2 µM 151.
Screening CC(NC(=O)COC(=O)Cc1ccsc1)C1CC2CCC1C2 (configuration not stated) returned NFkB transloc pot 0, NFkB transloc inh 0, PLAP inhibitors HTS -14%, Bcl-B displacement 5%, NFkB transloc inh cell count 2 µM 170 and NFkB transloc pot cell count 2 µM 170.
For Cc1[nH]n(-c2ccc([N+](=O)[O-])cc2)c(=O)c1C=NCCN1CCN(C(=O)c2ccccc2)CC1 the results were MRP resist rev -2, NFkB transloc pot 26, NFkB transloc inh -26, PLAP inhibitors HTS -100%, Bcl-B displacement 2%, MRP resist rev cytotoxicity 47, MRP resist rev with doxorubicin 49, NFkB transloc inh cell count 2 µM 169 and NFkB transloc pot cell count 2 µM 169.
Screening CC(NS(=O)(=O)c1ccccc1)C(c1cccs1)N1CCN(C)CC1 (configuration not stated) returned MRP resist rev 2, NFkB transloc pot 1, NFkB transloc inh -1, PLAP inhibitors HTS 9%, Bcl-B displacement -4%, MRP resist rev cytotoxicity 97, MRP resist rev with doxorubicin 95, NFkB transloc inh cell count 2 µM 183 and NFkB transloc pot cell count 2 µM 183.
`CS(=O)(=O)N(CC(=O)NCC1CCCO1)c1ccc(Cl)c(Cl)c1` (configuration not stated) gave MRP resist rev -14, NFkB transloc pot 10, NFkB transloc inh -10, PLAP inhibitors HTS 16%, Bcl-B displacement 0%, MRP resist rev cytotoxicity 92, MRP resist rev with doxorubicin 106, NFkB transloc inh cell count 2 µM 62 and NFkB transloc pot cell count 2 µM 62.
For Cc1cnc(C(=O)Nc2nnc(C)s2)cn1 the results were MRP resist rev 0, NFkB transloc pot -3, NFkB transloc inh 3, PLAP inhibitors HTS -26%, Bcl-B displacement 2%, MRP resist rev cytotoxicity 95, MRP resist rev with doxorubicin 94, NFkB transloc inh cell count 2 µM 119 and NFkB transloc pot cell count 2 µM 119.
`Cn1c(=O)c2c(nc(CN3CCN(c4ccccc4)CC3)n2Cc2ccccc2F)n(C)c1=O` gave MRP resist rev 4, PLAP inhibitors HTS -58%, Bcl-B displacement 4%, MRP resist rev cytotoxicity 83 and MRP resist rev with doxorubicin 79.

Ordered by molecular weight (ascending): some entries from above.
`COc1cc(SC)ccc1C(=O)NC1CCCCC1` gave MRP resist rev 3, PLAP inhibitors HTS 8%, Bcl-B displacement 0%, MRP resist rev cytotoxicity 85 and MRP resist rev with doxorubicin 83.
`Cn1c(=O)c2c(nc(CN3CCN(c4ccccc4)CC3)n2Cc2ccccc2F)n(C)c1=O` gave MRP resist rev 4, PLAP inhibitors HTS -58%, Bcl-B displacement 4%, MRP resist rev cytotoxicity 83 and MRP resist rev with doxorubicin 79.
For COc1ccc(C2CC(=O)C3=C(C2)NC(C)=C(C(=O)Nc2ccccc2C)C3c2coc3ccc(C)cc3c2=O)cc1OC (configuration not stated) the results were NFkB transloc pot -1, NFkB transloc inh -10, PLAP inhibitors HTS -47%, Bcl-B displacement 1%, NFkB transloc inh cell count 2 µM 173 and NFkB transloc pot cell count 2 µM 151.

The list is partial; count on the stated rates, not on these rows.
